Source: PubChem
PLK1 PBD block – blocks phosphopeptide binding to human PLK1 polo-box domain; 360,000 tested, 2.8% active; Plk1 PBD binding of FITC phosphopeptide, fluorescence polarization; P53350; Potency, µM, inactives show max response, negative = inhibition, hits mostly inhibitors; further: potency means the concentration at half of the fitted maximal effect; series mostly up to about 57 µM; on the % scale 0 is the no-effect control and ±100 the full control effect; nearly all actives have a fitted effect of over 65% in size
Target sequence (P53350 whole entry, looked up, the tested form may be a part): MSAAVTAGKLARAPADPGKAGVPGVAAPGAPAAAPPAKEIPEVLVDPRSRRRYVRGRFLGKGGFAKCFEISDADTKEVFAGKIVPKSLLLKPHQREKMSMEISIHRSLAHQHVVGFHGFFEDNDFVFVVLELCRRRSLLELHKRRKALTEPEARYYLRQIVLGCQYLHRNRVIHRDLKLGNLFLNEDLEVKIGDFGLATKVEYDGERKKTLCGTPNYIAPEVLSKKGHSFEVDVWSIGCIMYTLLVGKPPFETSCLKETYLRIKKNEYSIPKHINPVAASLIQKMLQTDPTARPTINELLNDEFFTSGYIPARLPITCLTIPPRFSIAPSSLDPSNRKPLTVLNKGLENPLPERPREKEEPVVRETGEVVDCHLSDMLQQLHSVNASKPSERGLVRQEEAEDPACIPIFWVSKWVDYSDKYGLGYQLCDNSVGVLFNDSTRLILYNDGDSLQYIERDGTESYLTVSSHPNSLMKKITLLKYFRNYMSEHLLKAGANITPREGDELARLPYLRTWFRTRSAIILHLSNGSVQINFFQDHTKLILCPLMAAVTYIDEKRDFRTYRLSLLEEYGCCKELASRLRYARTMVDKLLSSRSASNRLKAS
CCT chaperon mod – changes cytosolic chaperonin activity; AID 651819; purified chaperonin ATPase assay, HTRF ADP detection, 30 min; activity change, % (concentration not given with the values), hits read low; 360,000 tested, 0.3% active; in the data active means activity change below about -30%; further: on the % scale 0 is the no-effect control and ±100 the full control effect
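We incubate TRiC, 40 or 20 nM final, with library compounds at 76 uM and 10 uM ATP for 30 min at 37 °C. ADP formed is detected with Transcreener HTRF reagents after 30 min at room temperature.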
EPAC1 antagonist – EPAC1 (human) antagonism; EPAC1 GEF assay, Rap1b-BODIPY-GDP exchange fluorescence; Potency, µM (highest dose often 115 µM), for the others: at the top dose activity change, negative = inhibition, hits mostly inhibitors; O95398; AID 720709; 360,000 tested, 0.14% active;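 further: potency means the concentration at half of the fitted maximal effect; plate controls were vehicle for no effect and positive control for full effect; nearly all actives have a fitted effect of over 50% in size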
WRN inhibitor – inhibitors of human WRN helicase. WRN helicase unwinding, fluorescent forked duplex, kinetic. Potency, µM (doses to about 114 µM), without a hit: at the top dose activity change, negative = inhibition, most hits filed as inhibitors. 360,000 tested, 0.46% active. AID 651768; further: potency means the concentration at half of the fitted maximal effect; on the % scale 0 is the no-effect control and ±100 the full control effect; nearly all actives have a fitted effect of over 55% in size
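Primary qHTS, 1536-well format. 20 nM WRN + compound, 15 min RT; start with 100 nM forked fluorophore/quencher duplex, 2 mM ATP (final); kinetic read ex 525/em 598 nm.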
IL2 activator – activators of IL-2; activation, % (series mostly up to about 46 µM); 360,000 tested, 0.065% active; IL-2 activation reporter assay, cell-based qHTS; stimulated with anti-CD3/CD4/CD28 beads; in transgenic mouse T cells; AID 652025; in the data active means activation above about 50%; inconclusive means mostly about 30% to 49%; further: 0% is about no effect
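Screening format: compound pinned onto unstimulated transgenic mouse T cells, 60 min incubation, then anti-CD3/anti-CD4/anti-CD28 bead stimulation for 18 hours at 37 degrees C, followed by EGFP and DsRed detection.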
EPAC2 agonist – agonists of human EPAC2 (RAPGEF4). 360,000 tested, 0.079% active. Potency, µM (doses to about 154 µM), inactives show top-dose activation, actives largely listed as activators. Q8WZA2. EPAC2 activation, biochemical qHTS; response scale: 100% = 6.5 mM cAMP response; further: potency means the concentration at half of the fitted maximal effect; nearly all actives have a fitted effect of over 50% in size
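Readout is BODIPY fluorescence (480 nm excitation, 540 nm emission), which falls as labeled GDP is exchanged off Rap1B. EPAC2 at 100 nM acted on 250 nM RAP1B-BODIPY-GDP with 50 uM GDP present.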
PI5P4Ka inh – blocks human PI5P4K alpha kinase activity; PI5P4Kalpha enzyme, ADP-Glo luminescence, 60 min; active compounds read low; 330,000 tested, 1.2% active; AID 652105; max response, %; P48426; active means max response of -50% or lower; inconclusive means between -30% and -50%; inactive means -30% or higher; further: value at the top dose of about 77 µM; on the % scale 0 is the no-effect control and ±100 the full control effect
Target sequence (P48426 whole entry, looked up): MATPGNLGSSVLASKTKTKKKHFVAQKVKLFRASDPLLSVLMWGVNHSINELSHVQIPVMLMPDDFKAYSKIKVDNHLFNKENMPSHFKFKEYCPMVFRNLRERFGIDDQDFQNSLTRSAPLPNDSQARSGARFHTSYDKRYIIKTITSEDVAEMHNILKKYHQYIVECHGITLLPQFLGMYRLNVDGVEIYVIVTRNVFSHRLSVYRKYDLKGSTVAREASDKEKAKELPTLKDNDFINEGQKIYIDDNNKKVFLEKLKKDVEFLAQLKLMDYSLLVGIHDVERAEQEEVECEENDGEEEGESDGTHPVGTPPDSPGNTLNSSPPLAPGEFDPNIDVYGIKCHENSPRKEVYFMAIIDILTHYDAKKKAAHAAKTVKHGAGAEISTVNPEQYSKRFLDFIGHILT
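Quantitative HTS of the MLSMR library against PI5P4Kalpha with substrate. ATP added last at 5 microM final; room temperature, 60 minutes. Remaining ATP depleted, ADP converted and read as luminescence.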
EPAC1 agonist – agonists of human EPAC1. EPAC1 agonist qHTS, biochemical assay; response scale: 100% = response to 6.5 mM cAMP. 360,000 tested, 0.073% active. O95398. Potency, µM (highest dose often 154 µM), for the others: top-dose activation, usual class: activators. AID 720707; further: potency means the concentration at half of the fitted maximal effect; nearly all actives have a fitted effect of over 60% in size
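Multi-concentration qHTS readout: loss of Rap1B-bound BODIPY-GDP fluorescence driven by 100 nM EPAC1 with excess GDP (50 uM), monitored kinetically at room temperature; agonist response expressed relative to 6.5 mM cAMP.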
* marks the source's active call; other numbers are inactive results; ? = inconclusive; nt = no result given; [ ] = dose if it differs, or a comment. Unless noted, the call rests on the fitted dose curve; in most records, active means well fitted curve in the direction sought with a large enough effect; inconclusive means small, poorly fitted or top-dose-only effect, or another doubt; inactive means no such curve, though single readings can be large; an effect the other way counts as inactive or inconclusive. This is a subset, so the mix of outcomes need not match the whole.

PLK1 PBD block	CCT chaperon mod	EPAC1 antagonist	WRN inhibitor	SMILES	IL2 activator	EPAC2 agonist	PI5P4Ka inh	EPAC1 agonist
-3.0%	-2.6	5.1%	1.6%	Cc1ccccc1C(=O)NC(NCc1ccco1)C(Cl)(Cl)Cl (configuration not stated)	1.7	2.8%	nt	4.5%
-8.8%	1.4	14.2%	-20.1%	O=C(CCS(=O)(=O)c1ccccc1)NCCS(=O)(=O)c1ccccc1	-2.4	5.6%	0.9	7.7%
-13.7%	-6.1	-24.6%	3.8%	COc1ccc(NC(=O)CN(C)C(=O)c2cccc(S(=O)(=O)N3CCN(Cc4ccccc4)CC3)c2)cc1	-1.4	18.4%	-5.0	-3.1%
-3.2%	0.9	3.8%	-0.1%	Cc1ccc(C)c(NC(=O)C(c2ccccc2)N2CCN(CC(=O)NC3CC3)CC2)c1 (configuration not stated)	-1.4	-1.6%	4.7	0.7%
-1.9%	-1.8	-10.0%	0.2%	CCCOc1ccc(C2=NNC(=O)CC2)cc1	-0.3	13.1%	-4.5	1.5%
-0.9%	1.1	-15.1%	-1.1%	COc1ccc(CN(CC(=O)NC2CCCC2)C(=O)CN2C(=O)COc3ccccc32)cc1	-1.5	-1.4%	-9.3	3.1%
74.6%[activator]	-5.1	4.5%	-1.0%[57.1 µM]	CC1(C)CC(=O)C2=C(C1)OC1OC(=O)CC21C (configuration not stated)	-2.0	4.7%	9.7	5.4%
3.2%	0.3	4.5%	-5.1%	COc1cccc(C(=O)n2ccc(-c3cccs3)n2)c1	-5.2	3.3%	0.3	-5.4%
-6.1%	-2.3	-20.9%	-23.9%	CC1CC(=Cc2ccc([N+](=O)[O-])cc2)C(=O)O1 (configuration not stated)	-0.7	8.9%	-8.1	-2.3%
-2.5%	-1.4	-6.5%	3.3%	COc1ccccc1CN1C[C@@H]2C[C@@H](c3ccc4nsnc4c3)N3CCC[C@@]23C1=O	-1.9	5.3%	5.1	4.3%
-20.9%	-1.0	-0.8%	-4.8%	COc1ccc(CN(C)C(=O)CCl)cc1	-5.5	2.9%	2.1	-8.1%
-3.9%	-1.6	-2.5%	-9.7%	COc1ccc(NC(=O)C(=O)N/N=C(\C)CC(=O)Nc2ccccn2)c(OC)c1	-2.3	-2.5%	4.4	10.3%
-13.0%	-2.3	-19.9%	-4.6%	COc1cccc(C2CC(C(F)(F)F)n3ncc(C(=O)O)c3N2)c1 (configuration not stated)	-0.3	3.2%	0.8	1.4%
-18.1%	0.2	-4.3%	-25.9%	CCOC(=O)c1c(NC(=O)c2ccccc2C(=O)O)sc2c1CCCC2	-0.3	-1.3%	?	0.1%
?	0.5	?	?	Clc1ccc(-c2nnc(-c3ccco3)nc2N2CCCCC2)cc1	-0.8	7.5%	-67.2*	-27.2%

Just EPAC1 antagonist, WRN inhibitor and IL2 activator, for 2 of the compounds above:
Molecule | EPAC1 antagonist | WRN inhibitor | IL2 activator
COc1ccc(CN(CC(=O)NC2CCCC2)C(=O)CN2C(=O)COc3ccccc32)cc1 | -15.1% | -1.1% | -1.5
CC1(C)CC(=O)C2=C(C1)OC1OC(=O)CC21C (configuration not stated) | 4.5% | -1.0%[57.1 µM] | -2.0

Later entries
PLK1 PBD block	CCT chaperon mod	EPAC1 antagonist	WRN inhibitor	SMILES	IL2 activator	EPAC2 agonist	PI5P4Ka inh	EPAC1 agonist
-8.0%	-2.2	-5.1%	1.6%	CC(=O)Nc1ccc(C)cc1	0.1	5.4%	-3.0	-14.6%
-5.4%	0.9	11.7%	-28.2%	COc1cccc(CNC(=O)c2ccc3c(c2)S(=O)(=O)N=C2CCCCCN23)c1	-0.8	10.2%	4.1	1.9%
5.9%	0.4	-27.2%	0.8%	CN1C(C(=O)NCc2ccc(OC(F)(F)F)cc2)CC2Cn3c(nc4cc5ccccc5cc43)C21 (configuration not stated)	-0.3	5.7%	-2.5	-30.1%[inhibitor]
-0.7%	-2.0	6.9%	-3.0%	CCN(CC)CCNC(=O)C12CC3CC(C)(CC(C)(C3)C1)C2	-1.1	1.7%	nt	-4.3%
2.4%	3.1	17.2%	2.0%	COC(=O)C(NC(=O)c1ccccc1C(=O)O)c1ccc2ccccc2c1 (configuration not stated)	-3.3	4.4%	-1.2	2.1%
-6.2%	-2.6	-10.3%	6.8%	O=C(c1cccc(Cl)c1)N1CCN(Cc2ccccc2)CC1	0.8	2.9%	-0.1	-8.8%
-5.3%	-0.9	-6.5%	-9.6%	O=C(CN1C(=O)NC2(CCCC2)C1=O)NCc1ccc(Cl)cc1	-0.2	5.2%	1.6	1.4%
-9.4%	-0.8	-4.6%	-8.6%	Cc1ccc(NC(=O)COC(=O)c2ccc3ncsc3c2)c(C)c1	-1.3	2.8%	0.2	-7.4%
7.0%	-0.8	6.3%	-7.2%	Cc1ccc(S(=O)(=O)N2C[C@H]3C(=O)C[C@@H](c4ccccc4)N(S(=O)(=O)c4ccc(C)cc4)[C@H]3C[C@H]2c2cccc(C)c2)cc1	-0.2	2.0%	-5.8	-3.8%
-10.8%	-1.4	2.9%	-4.6%	C=CCn1c(CCNC(=O)c2cccs2)nnc1SCC(=O)c1ccc(Br)cc1	-0.1	2.1%	nt	0.9%
-5.0%	-0.3	-2.7%	7.5%	COCC(=O)Nc1ccc2c(c1)[C@@H]1C[C@H](CC(=O)OC)O[C@H](CO)[C@@H]1O2	0.6	0.2%	-2.5	-3.3%
-7.2%	-0.2	-3.7%	-18.0%	COC(=O)CN(Cc1ccco1)S(=O)(=O)c1ccccc1	0.7	5.8%	nt	6.7%
?	-1.7	-6.3%	-24.0%	CC1CCN(C(=O)c2ccc(S(=O)(=O)Cc3cccc(F)c3)c([N+](=O)[O-])c2)CC1	0.7	-9.6%	-2.1	-0.2%
-0.4%	0.8	10.6%	1.6%	Cc1cc(C)nc(SCC(=O)Nc2ncc3c(n2)CC(C)(C)CC3=O)n1	-2.6	-0.1%	nt	0.6%
-17.0%	-2.8	?	-31.1%[57.1 µM]	NC(=O)c1ccc(NC(=O)C2CC2)cc1	0.3	9.9%	0.5	11.3%
0.4%	0.1	-6.5%	4.3%	COc1ccccc1C(=O)C1CCCN(C(=O)c2ccc(C(C)=O)s2)C1 (configuration not stated)	-2.0	7.9%	3.5	-2.8%
-9.1%	-1.0	-12.5%	-11.5%	CCOC(=O)c1ccccc1NC(=O)CSc1nc2ccccc2n1CC(=O)N1CCCC1	3.8	0.4%	nt	10.0%
0.1%	-2.1	-11.6%	-1.9%	O=C(CSc1ncnc2sccc12)Nc1ccc(S(=O)(=O)N2CCOCC2)cc1	-1.2	-3.2%	-17.5	-59.0%[inhibitor]
-4.0%	0.8	-4.0%	8.7%	COc1ccc(CCNC(=O)c2ccc(F)c(S(=O)(=O)N3CCCCC3)c2)cc1	-3.9	0.2%	-14.1	-3.5%
-5.0%	0.5	8.7%	-11.6%	Cc1csc(N2CCCC2c2nc3cc(C(F)(F)F)ccc3n2CCOCCO)n1 (configuration not stated)	-1.0	-9.1%	-2.3	-17.1%
1.6%	0.6	5.1%	-26.0%	CCn1c(=O)c(=O)[nH]c2cc(C(=O)NCC3CCCCC3)ccc21	0.3	-6.8%	-2.5	2.9%
-9.1%	-0.3	0.0%	5.1%	Cc1ccc2[nH]c3c(c2c1)CN(C)CC3	0.5	7.2%	-17.5	6.7%
?	-0.1	9.0%	1.8%	N#Cc1nc(COc2ccccc2Cl)oc1NCc1ccco1	-2.2	-6.6%	0.6	12.0%
-13.1%	0.4	-9.5%	-14.4%	CN(c1ccc(-c2csc(NC(=O)C3CC(=O)N(Cc4ccco4)C3)n2)cc1)S(C)(=O)=O (configuration not stated)	0.1	9.2%	?	1.1%
-5.0%	-2.3	-0.2%	1.1%	CC(=O)N1N=C(c2ccncc2)OC12CCCCCC2	-3.3	4.3%	nt	-11.2%
2.7%	-0.2	9.6%	2.7%	Cc1cccc(C)c1NC(=S)N1CCC(N(C)CC2CCCO2)CC1 (configuration not stated)	2.2	0.1%	nt	5.1%
?	-0.2	6.8%	0.5%	COc1ccccc1CCC(=O)Nc1ccc2c(c1)CN(CCCn1cccn1)CC2	0.1	1.0%	0.5	7.0%
1.1%	1.1	-2.3%	-24.3%	COc1cccc(COCC(O)Cn2cnc3cc(C)c(C)cc32)c1 (configuration not stated)	-4.3	-2.1%	-1.8	-5.8%
-0.7%	-1.2	11.3%	-2.4%	Cc1c(Cc2ccccc2)c(=O)oc2c(CN(C)C)c(O)c(Cl)cc12	1.2	3.6%	nt	3.4%
-0.6%	-2.0	-4.1%	-0.6%	Cc1ccc(N2CC(C(=O)Nc3c(C)n(C)n(-c4ccccc4)c3=O)CC2=O)cc1 (configuration not stated)	-2.2	-8.3%	-3.5	5.8%
-13.3%	1.6	3.6%	3.4%	O=C(O)CS(=O)(=O)CC(=O)NCc1cccc(C(F)(F)F)c1	-3.3	-1.7%	0.0	-1.9%
-11.1%	-3.5	-8.2%	-8.9%	COc1ccccc1-c1ccc(SCc2ccc(F)cc2)nn1	-2.1	18.5%	5.1	15.1%
?	-2.1	-26.4%	-11.8%	COC(=O)c1ccc(O)c(Sc2cc(C(=O)OC)ccc2O)c1	2.7	0.8%	1.5	1.0%
-23.4%	0.4	-5.1%	1.8%	CCOC(=O)NC(C(F)(F)F)(C(F)(F)F)P(=O)(c1ccccc1)c1ccccc1	-3.6	3.5%	3.3	-7.0%
-12.3%	1.1	1.9%	-1.3%	Cc1ccc(C(=O)Nc2ccc(S(=O)(=O)Nc3cnc4ccccc4n3)cc2)cc1	-0.1	-2.8%	-19.4	3.4%
-4.0%	-2.2	-3.9%	-15.7%	CCNNC(=O)C(O)(c1cccc(C)c1)c1cccc(C)c1	-0.3	-0.4%	-7.0	9.5%
-6.5%	-0.2	-0.3%	-7.7%	COCCNC(=O)c1ccccc1NC(=O)c1ccc(Cl)c(S(=O)(=O)Nc2ccc(C)cc2C)c1	-3.2	4.4%	nt	12.5%
-24.6%	-2.9	-2.4%	-8.9%	O=C(CCCCCNC(=S)Nc1ccc(Cl)cc1)C[N+](=O)[O-]	-1.1	1.9%	-18.0	-0.4%
-3.0%	-2.9	-4.8%	3.7%	COc1ccc(C(=O)C(C)C(C)=O)c(OCc2ccccc2)c1OC (configuration not stated)	-0.2	5.1%	-2.3	-2.4%
-8.4%	0.9	22.7%	8.8%	Cc1cccc(C(=O)Nc2nnc(SCC(=O)NC3CC3)s2)c1	0.5	4.0%	-1.0	11.2%
1.6%	1.5	?	-4.7%	Nc1ccc(C(=O)NCCCSc2ccccc2)cc1[N+](=O)[O-]	0.0	-18.3%	-3.5	6.4%
-3.9%	-16.1	-2.6%	2.5%	CC(=O)c1cccc(NC(=O)c2ccccc2N(Cc2ccccc2)S(C)(=O)=O)c1	-0.1	7.8%	-1.1	10.2%
